CXXC DNA block: blocks binding of human MLL CXXC domain to DNA | Q03164 | hit rate 0.037% among 290,000 | Potency, µM (series often up to 115 µM), inactives show at the highest dose activity change, negative = inhibition, hits mostly inhibitors | MLL-CXXC / FITC-HOXA9 DNA fluorescence polarization | AID 2662; active = well fitted inhibition curve with a large enough effect in the polarisation, with a control signal flat, not every such curve was filed as active; inconclusive = small, poorly fitted or top-dose-only effect, or effect the other way, or a change in a side signal; inactive = no such curve, though single readings can be large or run the other way; the % refers to the polarisation; note: potency is the fitted concentration of half-maximal effect
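Steps: dispense CXXC domain solution (7 uM) → pin compounds or unlabeled HOX-A9 DNA control → 5 min ambient → add FLSN-HOX-A9 solution (50 nM) → spin → 30 min ambient → fluorescence polarization. Tris pH 7.5/NaCl/DTT/BSA buffer.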
ELG1 repair inh: blocks ELG1-dependent DNA repair in HEK293T cells; HEK293T ELG1-luciferase reporter, luminescence, 16 h; DNA damage induced by 5-fluorouridine; Potency, µM (titrated, usually from 46.1 µM), without a hit: top-dose activity change, negative = inhibition, usual class: inhibitors; hit rate 2.3% among 330,000; AID 504467; note: potency is the fitted concentration of half-maximal effect; % is set by controls: 0 for no effect and ±100 for the full control effect; nearly all actives have a fitted effect of over 55% in size
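Quantitative HTS, concentration-response format. 2,000 cells/well co-treated with 5-fluorouridine and compound, 16 hr in 5% CO2 at 37 °C; ONE-Glo luminescence read after 30 min.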
TCR activator: T cell receptor activation. primary human leukocytes, anti-CD3, IL-2 HTRF, 48 h. Potency, µM (doses to about 9.22 µM), inactives show at the highest dose activation of IL-2 secretion, usual class: activators. 330,000 tested, under 10 active. AID 504894; note: % of control where 0% means no effect
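48 hr co-incubation of compounds, a-CD3 beads and primary human leukocytes; IL-2 quantified homogeneously by HTRF with anti-IL-2 K and d2 conjugates.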
BRCA1 expr act: increases BRCA1 expression. hit rate 1.1% among 380,000. MCF7-BRCA1-FFLuc reporter, luminescence, 48 h; response scale: scaled: vehicle 0%, 10 µM genistein 100%. Potency, µM (doses to about 46.1 µM), for inactives: at the highest dose activation, most hits filed as activators; note: potency is the fitted concentration of half-maximal effect; nearly all actives have a fitted effect of over 80% in size; some results filed as inactive show a strong effect at the top dose
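MCF7-BRCA1-FFLuc, 2000 cells/well; 2 h attach, 37 °C/5% CO2; compound 48 h; luciferase substrate 15 min; luminescence end-point. Norm. to genistein 10 microM max activation and DMSO; concentration-response curves fitted.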
Integrin act MD: activators of alpha7 integrin expression for muscular dystrophy | alpha7betagal myoblasts, beta-gal FDG fluorescence, 48 h | Potency, µM (doses to about 38.3 µM), inactives show top-dose activation, most hits filed as activators | hit rate 0.064% among 350,000 | AID 624291;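 note: potency is the fitted concentration of half-maximal effect; 100% = response of the positive control SU9516; nearly all actives have a fitted effect of over 60% in size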
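alpha7betagal+/- myoblasts (passage 13, 250/well) treated 48 h at 37C with compounds at 1:260 dilution of DMSO stock. Lysed, then beta-galactosidase activity read as FDG fluorescence (ex 480/em 540) after 30 min, with pre-read for autofluorescence.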
PTAP TSG101 blk: blocks PTAP/TSG101 interaction to inhibit HIV-1 budding | Q99816 | Fluorescence polarization, FITC-PTAP peptide / Tsg101 binding | Potency, µM (titrated, usually from 115 µM), for inactives: at the top dose activity change, negative = inhibition, hits mostly inhibitors | 340,000 tested, under 10 active; active = well fitted inhibition curve with a large enough effect in the main read-out, with a control signal flat, not every such curve was filed as active; inconclusive = small, poorly fitted or top-dose-only effect, or effect the other way, or a change in a side signal; inactive = no such curve, though single readings can be large or run the other way; note: potency is the fitted concentration of half-maximal effect; % of control where 0% means no effect
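Fluorescence polarization binding of Tsg101 binding domain (10 uM final) to FITC-labeled PTAP peptide (50 nM final) in HEPES pH 7.5 buffer with NaCl, Tween 20, EDTA, TCEP. Compounds added before peptide; binding 20 min at RT.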
A-T KAP1 phos: potential ataxia-telangiectasia treatment; […] A-T fibroblasts, KAP-1 phosphorylation AlphaLISA; neocarzinostatin DNA damage 30 min before lysis; hit rate 0.19% among 320,000; Potency, µM (series often up to 57.5 µM), without a hit: at the top dose activation, actives largely listed as activators; note: potency is the fitted concentration of half-maximal effect; % of control where 0% means no effect; nearly all actives have a fitted effect of over 45% in size
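hTERT-immortalized A-T patient fibroblasts ([…]), 500 cells/well in OPTI-MEM, 1% FBS, got compounds for 60 min, then NCS for 30 min at 37C. Lysates were then assayed for phospho-KAP-1 by AlphaLISA (anti-pKAP1 donor, anti-KAP1 acceptor beads), 6 hr at 25C.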
B2AR arrestin: recruits beta-arrestin to the human beta2-adrenergic receptor; Potency, µM (titrated, usually from 46.1 µM), without a hit: at the top dose activation, most hits filed as activators; AID 492947; hit rate 0.02% among 330,000; beta-arrestin recruitment to beta2AR, cell-based reporter; P07550;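 note: potency is the fitted concentration of half-maximal effect; 0% = DMSO controls and full agonism = EC100 isoproterenol or metaproterenol; nearly all actives have a fitted effect of over 65% in size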
TRPV1 ag: activates the human vanilloid receptor TRPV1; hit rate 0.19% among 320,000; TRPV1-expressing cells, Fluo-8 calcium influx, agonist mode; activation, % at 8.33 µM; Q8NER1; in the data active = activation above about 80%; inconclusive = between about 30% and that limit; note: 0% is about no effect
Target sequence (Q8NER1 whole entry, looked up): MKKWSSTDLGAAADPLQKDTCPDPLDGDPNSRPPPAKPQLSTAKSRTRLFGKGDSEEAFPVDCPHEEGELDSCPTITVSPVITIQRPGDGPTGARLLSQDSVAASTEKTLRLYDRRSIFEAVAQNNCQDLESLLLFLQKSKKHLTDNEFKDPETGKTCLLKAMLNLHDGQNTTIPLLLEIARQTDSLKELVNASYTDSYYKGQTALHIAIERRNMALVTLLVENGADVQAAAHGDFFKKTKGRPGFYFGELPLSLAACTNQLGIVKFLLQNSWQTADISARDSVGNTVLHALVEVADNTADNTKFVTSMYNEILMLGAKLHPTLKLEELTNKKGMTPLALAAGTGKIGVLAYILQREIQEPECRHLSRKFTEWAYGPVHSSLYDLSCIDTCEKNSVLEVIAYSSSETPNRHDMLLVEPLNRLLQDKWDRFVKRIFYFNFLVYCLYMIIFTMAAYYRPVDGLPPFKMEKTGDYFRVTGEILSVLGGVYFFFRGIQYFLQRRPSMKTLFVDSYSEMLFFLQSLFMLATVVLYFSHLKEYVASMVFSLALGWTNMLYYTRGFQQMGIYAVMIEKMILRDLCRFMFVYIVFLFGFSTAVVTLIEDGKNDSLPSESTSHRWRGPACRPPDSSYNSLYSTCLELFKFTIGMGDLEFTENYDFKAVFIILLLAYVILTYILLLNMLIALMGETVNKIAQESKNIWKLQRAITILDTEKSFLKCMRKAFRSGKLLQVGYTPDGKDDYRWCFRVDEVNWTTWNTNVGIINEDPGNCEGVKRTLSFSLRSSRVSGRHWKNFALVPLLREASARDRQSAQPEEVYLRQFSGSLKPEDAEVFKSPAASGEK
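Cells expressing TRPV1 were dye-loaded with Fluo-8 and read kinetically: 10 s baseline, 3 min after compound (agonist portion), then 2 min after EC20 capsaicin (allosteric enhancer portion). Calcium-bound dye fluorescence at 480/520 nm.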
p53 reactivator: restores transcriptional activity of mutant p53; H1299 p53-A138V BP100-luciferase reporter, luminescence, 24 h; Potency, µM (titrated, usually from 92.2 µM), inactives show at the highest dose activity change, positive = activation, most hits filed as activators; hit rate 0.063% among 320,000; note: potency is the fitted concentration of half-maximal effect; % of control where 0% means no effect; nearly all actives have a fitted effect of over 45% in size
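p53-null H1299 cells stably carrying temperature-sensitive p53-A138V and a BP100-luciferase reporter were pinned with compounds (4-point, 1:5 series) and held 24 hrs at 37 deg C. Luminescence was read 10 min after detection reagent.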
* hit, by the source's call; ? = inconclusive; . = no result given; [ ] = another dose, or the depositor's remark. Unless noted, calls come from the whole dose curve; as a rule, active = well fitted curve in the direction sought with a large enough effect; inconclusive = small, poorly fitted or top-dose-only effect, or another doubt; inactive = no such curve, though single readings can be large; an effect the other way counts as inactive or inconclusive. Random draw from the library. Share with any hit: about 3.8%.

1	C[N+]12CCCCC1[C@@H](CO)CCC2 (stereo not given in full)
2	O=C(O)CNC(=O)C1(NC(=O)OCc2ccccc2)CCCC1
3	Cc1cccc(C2N(c3nccs3)C(=O)C3CCCN32)c1 (stereo not given)
4	NC(=O)c1ccc(NC(=O)COc2cccc3c2CCNC3=O)cc1
5	Cn1c2c(c(=O)n(C)c1=O)[C@@H]1c3c(ccc4ccccc34)OC[C@@H]1CO2
6	CC(=O)[C@@H]1[C@@H]2C(=O)N(c3ccc(F)c(Cl)c3)C(=O)[C@@H]2C2c3ccccc3C=CN21 (stereo not given in full)
7	CCc1cc2cc(C(=O)Nc3ccccc3F)sc2s1
8	O=C(O)c1ccc(N/N=C/c2ccc3c(c2)OCO3)cc1
Assay by compound	1	2	3	4	5	6	7	8
CXXC DNA block	-3%	.	-8%	.	4%	-2%	2%	2%
ELG1 repair inh	-18%	.	8%	10%	?	-5%	?	?
TCR activator	4%	-4%	-2%	-3%	-5%	-1%[46.1 µM]	-2%	4%
BRCA1 expr act	-3%	-1%	3%	4%	-21%	.	3%	-97%[inhibitor]
Integrin act MD	?	17%	-7%	34%	-4%	.	15%[7.66 µM]	20%
PTAP TSG101 blk	0%	2%	-4%	-3%	-1%	.	-13%	1%
A-T KAP1 phos	15%	.	1%	1%	-4%	5%	2%	14%
B2AR arrestin	-0.8%	.	-0.3%	-1.7%	-0.8%	0.0%	-0.2%	-1.2%
TRPV1 ag	1	.	-3	4	0	0	?	1
p53 reactivator	1%	.	7%	1%	-7%	-6%	?	-10%

Reprinted from the part before: four compounds, followed by the next part.
5	Cn1c2c(c(=O)n(C)c1=O)[C@@H]1c3c(ccc4ccccc34)OC[C@@H]1CO2
6	CC(=O)[C@@H]1[C@@H]2C(=O)N(c3ccc(F)c(Cl)c3)C(=O)[C@@H]2C2c3ccccc3C=CN21 (stereo not given in full)
7	CCc1cc2cc(C(=O)Nc3ccccc3F)sc2s1
8	O=C(O)c1ccc(N/N=C/c2ccc3c(c2)OCO3)cc1
9	Cc1cccc(C)c1NC(=O)C1CCCN1C(=O)OC(C)(C)C (stereo not given)
10	COc1cccc(NC(=O)CCNC(=O)Cn2ccc3ccccc3c2=O)c1
11	O=C(COC(=O)CNS(=O)(=O)c1ccccc1)NC12CC3CC(CC(C3)C1)C2
12	CC1CCN(C(=O)C2CCN(S(=O)(=O)c3cnc[nH]3)CC2)CC1
13	O=c1[nH]c(=S)n(-c2ccc(Br)cc2)c2ncccc12
14	CCC(=O)Nc1nc2ccccc2n1CCN(C)C
15	COc1ccc(-n2cccc2/C=C/[N+](=O)[O-])cc1
16	Cc1cccc(C(=O)N(NC(=O)Oc2ccccc2)C(C)(C)C)c1
Assay by compound	5	6	7	8	9	10	11	12	13	14	15	16
CXXC DNA block	4%	-2%	2%	2%	11%	-14%	15%	7%	.	-1%	3%	10%
ELG1 repair inh	?	-5%	?	?	6%	-2%	12%	-4%	.	5%	23µM*	-2%
TCR activator	-5%	-1%[46.1 µM]	-2%	4%	13%	-71%	-7%	0%	6%	-2%	5%	8%[46.1 µM]
BRCA1 expr act	-21%	.	3%	-97%[inhibitor]	-7%	7%	-24%	0%	6%	11%	-80%[inhibitor]	-18%
Integrin act MD	-4%	.	15%[7.66 µM]	20%	1%	-16%	23%	18%	-14%	13%	-20%	-9%
PTAP TSG101 blk	-1%	.	-13%	1%	-1%	-1%	-4%	-4%	3%	-6%	1%	2%
A-T KAP1 phos	-4%	5%	2%	14%	5%	.	-8%	1%	.	9%	22%	-4%
B2AR arrestin	-0.8%	0.0%	-0.2%	-1.2%	0.0%	0.2%	0.3%	-0.2%	.	0.1%	-2.6%	-0.1%
TRPV1 ag	0	0	?	1	7	-3	3	-2	.	0	-3	13
p53 reactivator	-7%	-6%	?	-10%	-1%	-2%	2%	12%	.	7%	-17%	-6%

17	COc1ccc(OC)c(CCNC(=O)CN2C(=O)CCSc3ccccc32)c1
18	O=C(CCN1C(=O)/C(=C/c2ccccc2)SC1=S)Nc1cccnc1
19	COC(=O)c1cccc(C(=O)Oc2cccc(Br)c2)n1
20	COc1ccc(CN(CCCN2CCOCC2)C(=O)Nc2ccccc2)cc1OC
21	COc1ccc(N2C(=O)CC(N(Cc3ccc(S(N)(=O)=O)cc3)C(C)=O)C2=O)cc1 (stereo not given)
22	CCOC(=O)C1/C(=N\O)CC(C)(O)C(C(=O)OCC)C1c1ccc(OC)c(OC)c1 (stereo not given)
23	NS(=O)(=O)c1cccc(NC(=O)CSc2ncnc3ccccc23)c1
24	CC(C)c1ccc(NC(=O)N2CCN(S(=O)(=O)c3ccccc3)CC2)cc1
Assay by compound	17	18	19	20	21	22	23	24
CXXC DNA block	13%	-5%	-9%	20%	3%	0%	-3%	38%[activator]
ELG1 repair inh	0%	-1%	-13%	-2%	6%	-13%	-6%	?
TCR activator	-1%	0%	-5%	4%	-6%	-1%	-2%	-8%
BRCA1 expr act	-14%	-72%	4%	-21%	-16%	-14%	-11%	-10%
Integrin act MD	-29%	33%	1%	-20%[7.66 µM]	9%	1%	-35%	-25%
PTAP TSG101 blk	-2%	-1%	-8%	-7%	0%	-14%	1%	-4%
A-T KAP1 phos	-4%	0%	-1%	4%	-1%	6%	-18%	-4%
B2AR arrestin	-0.3%	0.1%	-0.4%	1.0%	-0.4%	-0.2%	-0.3%	-0.5%
TRPV1 ag	-3	?	-2	10	0	1	1	?
p53 reactivator	-9%	-2%	-2%	4%	1%	4%	9%	3%

25	N#Cc1ccccc1S(=O)(=O)N1CCN(C(=O)C2CCCCC2)CC1
26	CCCCCCCNC(=O)CN1C(=O)CSc2ccc(S(=O)(=O)N3CCOCC3)cc21
27	COc1ccccc1-c1nc(C#N)c(NCCCn2ccnc2)o1
28	COc1cc(C(=O)Nc2c(C(=O)O)[nH]c3ccc(C)cc23)cc(OC)c1OC
29	CCOC(=O)N1CCC(NC(=O)CSCc2nc(-c3ccc(OC)c(OC)c3)oc2C)CC1
30	COc1ccc(-n2nc3c(c2NC(=O)c2ccc(Br)o2)CS(=O)(=O)C3)cc1
31	C=CCC[C@@H](Cc1ccc(F)cc1)C(=O)OC[C@H](Cc1c[nH]c2ccccc12)NC(=O)[C@H](CC=C)CC(=O)NCCO
32	O=C(Nc1ccc2c(c1)OCCO2)c1ccc(CN2CCOCC2)cc1
Assay by compound	25	26	27	28	29	30	31	32
CXXC DNA block	.	1%	1%	3%	2%	7%	.	2%
ELG1 repair inh	-1%	-16%	0%	9%	?	?	?	?
TCR activator	.	2%	1%	2%	1%	-5%	0%	-2%
BRCA1 expr act	5%	-12%	-37%	-28%	5%	-23%	-23%	83%
Integrin act MD	?	-24%	0%	6%	-7%	13%	-43%	0%
PTAP TSG101 blk	1%	-6%	-4%	-9%	-3%	-8%	-1%	-6%
A-T KAP1 phos	?	0%	-9%	-5%	-5%	-9%	2%	-8%
B2AR arrestin	0.2%	-0.1%	-0.9%	-0.1%	-0.3%	3.9%	0.1%	0.4%
TRPV1 ag	.	1	7	-2	-4	2	.	?
p53 reactivator	-3%	-11%	-1%	-1%	16%	-22%	-5%	7%

33	Cn1ncc2c(NCCO)nc(Cl)nc21
34	COc1ccc(Sc2ncnc3onc(C)c23)cc1
35	CCc1ccc(C(=O)COC(=O)C(Cc2ccccc2)NC(=O)C2CCC(C)CC2)cc1 (stereo not given)
36	O=C1NC(=O)C(c2ccc(Cl)cc2Cl)N1 (stereo not given)
37	Cc1cc(NC(=O)c2ccc(F)cc2)ccc1NC(=O)c1ccco1
38	Cn1c(/C=C/c2ccc(Cl)cc2Cl)c([N+](=O)[O-])c(=O)n(C)c1=O
39	COc1ccc(NC(=O)c2cc(-c3cccnc3)nc3ccc(C)cc23)cc1OC
40	COc1cc(OC)cc(C(C(=O)NC2CCCCC2)N(C(=O)c2ccno2)c2ccccc2)c1 (stereo not given)
Assay by compound	33	34	35	36	37	38	39	40
CXXC DNA block	.	7%	-3%	.	9%	-4%	6%	1%
ELG1 repair inh	.	?	?	.	?	?	18%	-18%
TCR activator	-2%	1%	5%	-4%	-3%	-14%	5%	-1%[46.1 µM]
BRCA1 expr act	-2%	22%	3%	-1%	-3%	-60%	-3%	-4%
Integrin act MD	-13%	-24%	8%	-2%	2%	-82%[inhibitor]	9%	-11%
PTAP TSG101 blk	-1%	-12%	-2%	-1%	0%	-4%	0%	-2%
A-T KAP1 phos	.	4%	1%	.	1%	-4%	-8%	-7%
B2AR arrestin	.	0.3%	0.4%	.	0.0%	0.0%	-1.6%	0.0%
TRPV1 ag	.	4	10	.	1	4	3	6
p53 reactivator	.	11%	-9%	.	19%	5%	-5%	10%
